# XiGFP reactiv: X-chromosome reactivation activator; AID 743238; 0.055% of 360,000 active; XiGFP mouse fibroblasts, % GFP-positive cells imaging, 3 d; cells co-treated with 5-aza-dC sensitizer; scaled so ellipticine positive control = 100%; activation, % at 7.58 µM;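 active means mean normalized replicate activation at least 10% and every replicate at or above 10%; inconclusive means only one of the two criteria met; inactive means mean below 10% and not all replicates reach 10%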;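 further: 0% = median of on-plate neutral control wells and 100% = ellipticine 6 µM median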
#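 Material: XiGFP fibroblasts, SV40-immortalized; Buffer or medium: DMEM containing 5-aza-dC; Compound dosing: single point; Times: 3 days compound exposure.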
# * marks the source's active call; other numbers are inactive results; ? = inconclusive. The list is partial, so the mix of outcomes need not match the whole.
SMILES,XiGFP reactiv
O=C(Nc1ccccc1Cl)C1(c2ccccc2)CC1(Cl)Cl (centres undefined),0.2
COc1ccc(C#Cc2cccc(-c3nc(C(=O)N4CCN(Cc5ccccc5)CC4)cc4c3[C@H](CCO)N(S(=O)C(C)(C)C)C4)c2)cc1OC (some centres undefined),0.3
Cc1[nH]n(-c2ccccc2)c(=O)c1C(C[N+](=O)[O-])c1ccc(F)cc1 (centres undefined),-0.1
CC(=O)c1c(C)[nH]c(C(=O)OCC(=O)NCCC(C)C)c1C,0.1
CN1CCN(C(=O)C[C@@H]2CC[C@@H]3[C@@H](COc4ccc(NC(=O)c5cccs5)cc4C(=O)N3C)O2)CC1,0.0
CC(C)NC(=O)N(C)C[C@@H]1OCCCC[C@@H](C)Oc2ccc(NC(=O)CCC(F)(F)F)cc2C(=O)N([C@H](C)CO)C[C@H]1C,0.3
COc1ccccc1-c1nc2cc3ccccc3cc2nc1-c1ccccc1OC,0.2
CCOCCOc1nc(C)cc(C)c1S(=O)(=O)c1ccccc1C,0.0
C[C@@H]1CN([C@H](C)CO)C(=O)c2cc(NC(=O)CCCN(C)C)ccc2O[C@@H](C)CCCCO[C@H]1CN(C)C(=O)CCCN(C)C,0.1
CC(C)(C)c1ccc(C(=O)Nc2cccc([N+](=O)[O-])c2)cc1,0.0
O=C(N/N=C/c1cccs1)c1ccc(NC(=O)c2ccccc2Cl)cc1,-0.1
O=C(O/N=C(\c1ccccc1)c1ccccn1)c1cccc2ccccc12,0.9
COc1ccc(OC2C(=O)N(Cc3ccc(F)cc3)C2c2cc(OC)c(OC)c(OC)c2)cc1 (centres undefined),0.0
O=C(CSc1nnc(SCc2cccc3ccccc23)s1)N/N=C/c1c[nH]c2ccccc12,0.4
COc1ccc(OCC(=O)Nc2cccc(C(=O)Nc3ccccc3C(=O)O)c2)cc1,-0.1
Cc1cccc(C(P(=O)(c2ccccc2)c2ccccc2)P(=O)(c2ccccc2)c2ccccc2)n1,0.0
C[C@H]1CC(=O)NCC/C=C\C[C@@H](c2cccc(Cl)c2)NC1=O,0.0
COc1ccc([C@@H]2C/C=C\C[C@@H](c3ccc4c(c3)OCO4)NC(=O)[C@@H](c3ccccc3)CC(=O)N2)c(OC)c1,0.4
CCc1ccc(C(C(=O)NC2CCCC2)N(C(=O)/C=C/C(=O)Nc2cc(C)on2)c2ccccc2C)cc1 (centres undefined),0.0
Cc1ccc(-c2nc3ccccc3s2)cc1NC(=S)NC(=O)c1cccc2ccccc12,0.1
CCOc1ccc(C(=O)NC(=S)Nc2ncccc2C)cc1[N+](=O)[O-],0.0
Cc1ccc(-n2c(C)cc(/C=C3/C(=N)N4C(c5ccccc5)=CSC4=NC3=O)c2C)cc1,0.1
COc1ccc(CCn2c(-c3ccccc3)nc3c(c(=O)c4ccccc4n3C)c2=O)cc1,0.2
Cc1ccc(OC(=O)C23CC4CC(CC(C4)C2)C3)c(C)n1,0.3
CN(C(=O)c1cc(-n2cnnc2)ccc1Cl)c1ccccc1,0.2

# Remaining list, next part
SMILES,XiGFP reactiv
Clc1ccc(N/N=C/c2ccncc2)cc1Cl,-0.4
CC(NC(=O)/C(C#N)=C1\N=C(NC(=O)c2cccs2)c2ccccc21)c1ccccc1 (centres undefined),3.1
Cc1c(C(=O)NNC(=S)Nc2cccc(Cl)c2)nnn1-c1ccccc1,0.2
COc1ccc(NC(=O)COC(=O)CC23CC4CC(CC(C4)C2)C3)c([N+](=O)[O-])c1,0.7
C/C=C/c1ccc(C2[C@H]3CNC[C@@H]2N3Cc2ccccc2C(F)(F)F)cc1 (some centres undefined),0.1
COC(=O)c1ccc(CN2CC(=O)N3[C@@H](CO)[C@H](c4ccc(-c5ccccc5)cc4)[C@@H]3C2)cc1,0.3
O=C(Cn1cnc2ccccc21)N/N=C/C(Br)=C/c1ccccc1,0.0
CC(c1ccc(C(C)(C)C)cc1)S(=O)CC(O)CO (centres undefined),0.3
Nc1nn(-c2ccccc2)c(N)c1N=Nc1ccc2c(c1)OCO2,0.2
CN1CCC(=NNC(=O)c2ccc(N(Cc3ccccc3Cl)S(C)(=O)=O)cc2)CC1,0.0
Cc1c(NC(=O)/C(C#N)=C/c2ccc(-c3ccc(Cl)cc3)o2)c(=O)n(-c2ccccc2)n1C,0.0
CC[C@@H]1C/C=C\C[C@@H](c2ccc(OC)cc2OC)NC(=O)[C@H](C)CC(=O)N1,0.0
CCN=C1S/C(=C\c2cc(OCC)c(O)cc2Br)C(=O)N1CC,-0.1
COc1ccc(/C(N)=N/OC(=O)C2CCC(=O)N2S(=O)(=O)c2ccc(C)cc2)cc1 (centres undefined),0.2
O=C(CSc1nnc(SCc2ccccc2)s1)N/N=C/C=C/c1ccccc1[N+](=O)[O-],0.2
CCc1nnc(NC(=O)CCC(=O)NCCc2ccc(OC)c(OC)c2)s1,-0.1
C[C@H]1CC(=O)N[C@H](c2ccccc2)C/C=C\C[C@H](c2ccc3c(c2)OCO3)NC1=O,0.0
CC(C)[C@H]1C(=O)NCCC=CC[C@H](C)Oc2ccccc2C(=O)N1C (mixture of isomers),0.2
C=CCn1c(=O)c2ccccc2n2c(SCC(=O)Nc3sc(C)c(CC)c3C(=O)OCC)nnc12,0.0
CCOC(=O)C(=O)c1cn(C2OCC(OC(C)=O)C(OC(C)=O)C2OC(C)=O)c2ccccc12 (centres undefined),0.0
Cc1ccc(S(=O)(=O)N(C)Cc2ccc(C(=O)N/N=C3\CC(=O)CC(C)(C)C3)cc2)cc1,-0.1
O=C(CN1CCN(Cc2ccccc2)CC1)Nc1ccc([N+](=O)[O-])cc1C(=O)Nc1ccccc1F,0.0
Cc1ccc(S(=O)(=O)N(C)c2ccc(OCC(=O)Nc3nc(-c4ccccc4)cs3)cc2)cc1,0.2
O=C(Nc1ccccc1)c1cnc2ccccc2n1,0.0
CCNC(=S)N/N=C(\C)c1ccc(Cl)s1,0.0

# Next section
SMILES,XiGFP reactiv
O=C(N1CCOCC1)C12CC3CC(C1)CC(n1cnc(Cl)n1)(C3)C2,0.1
Cc1ccc2cccc(Oc3ccc([N+](=O)[O-])cc3[N+](=O)[O-])c2n1,0.1
C/C(=N\NC(=O)c1cccc(N/N=C(\C)c2ccccc2)c1)c1ccccc1,0.2
CCC(C)NC(=O)CCSc1ccc(C)cc1 (centres undefined),0.6
O=C(c1ccccc1)N1CCN=C1SCc1ccc([N+](=O)[O-])cc1,0.4
COc1ccccc1NC(=O)N(C)C[C@H]1OCc2ccccc2-c2ccccc2C(=O)N([C@H](C)CO)C[C@@H]1C,-0.1
CCN(C(=O)CSc1nnc2c3ccccc3n(CC)c2n1)C1CCS(=O)(=O)C1 (centres undefined),0.0
C[C@H](CO)N1C[C@H](C)[C@@H](CN(C)Cc2ccc(C(=O)O)cc2)OCc2ccccc2-c2ccccc2C1=O,0.5
C/C=C/c1ccc([C@@H]2[C@@H](CO)N(C(=O)NC(C)C)C23CN(Cc2ccc(OC)cc2)C3)cc1,0.1
COCC(=O)Nc1ccc2c(c1)OC[C@@H](C)N(Cc1cncnc1)C[C@H](C)[C@H](OC)CN(C)C2=O,0.3
O=C1c2ccccc2NC(c2ccc(O)cc2)N1/N=C/c1ccc(O)cc1 (centres undefined),0.5
CCc1cccc(C)c1NC(=O)CSc1nc(-c2ccccc2F)nc2nc[nH]c12,0.5
O=C(CCl)Nc1cccc(S(=O)(=O)N2CCCCCC2)c1,0.0
Cc1ccc(C)c(/C=N/NC(=S)NC(C)C)c1,0.0
CC(=O)Nc1ccc2c(c1)CC(=O)N(C)C[C@H](C)[C@@H](CN(C)C(=O)NC(C)C)O2,0.2
COc1ccc(C(=O)C(OC(=O)c2ccccc2Cl)c2ccccc2)cc1 (centres undefined),0.0
O=C1C[C@@H](c2ccccc2)C(=O)N[C@@H](c2ccccc2)C/C=C\C[C@H](c2ccccc2)N1,0.2
C[C@H](CO)N1C[C@H](C)[C@@H](CN(C)C(=O)c2ccc(F)cc2)OCc2ccccc2-c2c(n(C)c3ccccc23)C1=O,0.0
C[C@@H]1CN(C)C(=O)Cc2cc(N)ccc2O[C@H]1CN(C)S(C)(=O)=O,0.2
Cc1cccc(C)c1NC(=S)NC(=O)c1ccccc1F,0.3
CC(C)(C)NC(=O)C(c1c[nH]c2ccccc12)N(C(=O)Cn1nnc(-c2ccc(Cl)cc2)n1)c1ccccc1F (centres undefined),?
Cc1cccc(NC(=S)N2CCN(c3cc(C)ccc3C)CC2)c1,-0.1
COc1cc(/C=C/C(=O)NC(C)(C)C)ccc1OCc1ccccc1,0.1
O=C1N[C@H](Cc2ccccc2)COCc2cn(nn2)CC[C@H]1Cc1cccc(F)c1,0.2
CCCc1nnc(NC(=O)CCC(=O)NCCc2ccc(OC)c(OC)c2)s1,0.2

# Four compounds out of the list, ordered by molar mass, highest first:
SMILES,XiGFP reactiv
COc1ccccc1NC(=O)N(C)C[C@H]1OCc2ccccc2-c2ccccc2C(=O)N([C@H](C)CO)C[C@@H]1C,-0.1
COCC(=O)Nc1ccc2c(c1)OC[C@@H](C)N(Cc1cncnc1)C[C@H](C)[C@H](OC)CN(C)C2=O,0.3
CCCc1nnc(NC(=O)CCC(=O)NCCc2ccc(OC)c(OC)c2)s1,0.2
Cc1cccc(C)c1NC(=S)NC(=O)c1ccccc1F,0.3

# The main list resumes, repeating the four entries before the break.
SMILES,XiGFP reactiv
Cc1cccc(NC(=S)N2CCN(c3cc(C)ccc3C)CC2)c1,-0.1
COc1cc(/C=C/C(=O)NC(C)(C)C)ccc1OCc1ccccc1,0.1
O=C1N[C@H](Cc2ccccc2)COCc2cn(nn2)CC[C@H]1Cc1cccc(F)c1,0.2
CCCc1nnc(NC(=O)CCC(=O)NCCc2ccc(OC)c(OC)c2)s1,0.2
O=C(c1cccc([N+](=O)[O-])c1)N1CCN(c2cccc(Cl)c2)CC1,0.1
O=C(Nc1nnc(-c2ccccc2F)s1)Nc1ccccc1F,0.0
CNC[C@@H]1Oc2ccc(N(C)C)cc2C(=O)N(C)C[C@H]1C,0.1
C[C@@H]1CC(=O)N[C@@H](c2ccccc2)C/C=C\C[C@H](c2ccc3c(c2)OCO3)NC1=O,0.2
Cc1cccc(-c2ccc([C@H]3[C@@H](CO)N4C(=O)CN(C(=O)c5cnccn5)C[C@@H]34)cc2)c1,0.5
CC1(C)CC(=O)C(N=Nc2ccc(S(=O)(=O)N3CCCCCC3)cc2)=C(O)C1,0.3
COc1ccc2c3c([nH]c2c1)[C@@H](CO)N(C(=O)Nc1c(C)noc1C)CC31CN(CC2CC2)C1,0.2
COc1ccc2nc(NC(=S)NC(=O)c3ccco3)sc2c1,0.0
CC[C@@H]1CC=CC[C@@H](C)Oc2ccccc2C(=O)N(C)[C@H](C(C)C)C(=O)N1 (mixture of isomers),0.0
O=C1NC(=S)/C(=C\c2ccc(-c3ccccc3Cl)o2)S1,0.3
C[C@H]1CN(C)C(=O)c2cccc(N)c2O[C@H]1CN(C)S(C)(=O)=O,0.3
Cc1ccc(C(=O)N2CC(=O)Nc3ccc(F)cc3C2c2ccc(F)cc2)cc1[N+](=O)[O-] (centres undefined),0.3
Cc1cc(C)nc(SCC(=O)Nc2ncc(C(F)(F)F)cc2Cl)n1,0.0
O=C(CN1CCOCC1)Nc1nc2cc([N+](=O)[O-])ccc2s1,-0.3
COc1ccc2c3c([nH]c2c1)[C@H](CO)N(Cc1ccccc1F)CC31CCN(S(C)(=O)=O)CC1,0.4
CCCCCCn1c(=O)[nH]c2nc3cc(N)ccc3nc2c1=O,0.7
COC(=O)CN1C(=S)N(c2ccc(OC)cc2)C(=O)/C1=C/c1cccs1,0.4
O=S(=O)(c1ccccc1)N1CCCCN2[C@H](CO)[C@@H](c3ccc(-c4ccccc4F)cc3)[C@@H]2C1,0.0
C[C@@H]1CC=CC[C@H](c2ccccc2)NC(=O)[C@H](C)N(C)C(=O)c2ccccc2O1 (mixture of isomers),0.6
C[C@@H]1CN([C@H](C)CO)C(=O)c2ccccc2-c2ccccc2CO[C@@H]1CN(C)C(=O)[C@@H](Cc1ccccc1)N(C)C,0.2
CCNC(=S)NNC(=O)CCn1cc(C)cn1,0.0
N#Cc1cccc(N=Cc2c(O)ccc3ccccc23)c1,-0.1
Cc1ccc2nc(SCC(=O)Nc3cccc(S(=O)(=O)N(C)C)c3)[nH]c2c1,0.6
CC(=O)NCCCNc1ccc([N+](=O)[O-])cc1,0.0
O=C1N[C@H](Cc2ccccc2)COCc2cnnn2CC[C@@H]1Cc1cccc(F)c1,0.1

# Some of the entries above, set out differently:
SMILES	XiGFP reactiv
CCOc1ccc(C(=O)NC(=S)Nc2ncccc2C)cc1[N+](=O)[O-]	0.0
Cc1ccc(-n2c(C)cc(/C=C3/C(=N)N4C(c5ccccc5)=CSC4=NC3=O)c2C)cc1	0.1
COc1ccc(CCn2c(-c3ccccc3)nc3c(c(=O)c4ccccc4n3C)c2=O)cc1	0.2
Cc1ccc(OC(=O)C23CC4CC(CC(C4)C2)C3)c(C)n1	0.3

# (continued)
SMILES,XiGFP reactiv
CC(=O)N(C)C[C@H]1Oc2ccccc2CC(=O)N(C)C[C@@H]1C,0.2
Cn1cc(C(=O)N/N=C/C2=C(N3CCOCC3)C(=C\c3ccccc3)/CC2)ccc1=O,0.0
COc1cccc(C#Cc2ccc3c(c2)[C@H]2[C@H](CCN2C(=O)Cc2ccccc2)[C@@H](CO)N3C)c1,0.2
Cc1cc(C)c(-c2cc(NC(=O)COC(=O)c3ccc(CO)cc3)n(-c3ccccc3)n2)cc1C,0.0
COc1ccc(NC(=O)c2cc3c(=O)n(C)c4ccccc4c3s2)cc1OC,0.0
CC(CC(=O)Nc1cccc(Cl)c1)c1ccccc1 (centres undefined),-0.1
Cc1ccccc1NC(=O)C(=O)NCCc1ccccc1,0.1
COC(=O)c1sccc1NC(=O)/C=C/c1ccc(Cl)cc1Cl,-0.4
